From PubChem
DT40 TDP1 CPT: DT40-hTDP1 cell growth loss with CPT. Potency, µM (doses to about 46.2 µM), for the others: top-dose activity change, negative = growth inhibition, hits mostly inhibitors. chicken DT40 Tdp1-/-;hTDP1 cells + 20 nM CPT, ATP luminescence, 48 h. 420,000 tested, 12% active; note: nearly all actives have a fitted effect of over 55% in size
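Cell growth measured by CellTiter-Glo luminescence after a minimum 48 h, 37 C compound exposure with 20 nM CPT in Tdp1-knockout DT40 cells stably expressing hTDP1, seeded 400/well; qHTS titration format.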
KAT2A inh: inhibitors of human GCN5L2 histone acetyltransferase; Potency, µM (titrated, usually from 58.9 µM), for inactives: at the top dose activity change, negative = inhibition, hits mostly inhibitors; AID 504327; Q92830; GCN5L2 HAT assay, ThioGlo1 CoA-SH fluorescence; 390,000 tested, 0.21% active
Target sequence (Q92830 whole entry, looked up): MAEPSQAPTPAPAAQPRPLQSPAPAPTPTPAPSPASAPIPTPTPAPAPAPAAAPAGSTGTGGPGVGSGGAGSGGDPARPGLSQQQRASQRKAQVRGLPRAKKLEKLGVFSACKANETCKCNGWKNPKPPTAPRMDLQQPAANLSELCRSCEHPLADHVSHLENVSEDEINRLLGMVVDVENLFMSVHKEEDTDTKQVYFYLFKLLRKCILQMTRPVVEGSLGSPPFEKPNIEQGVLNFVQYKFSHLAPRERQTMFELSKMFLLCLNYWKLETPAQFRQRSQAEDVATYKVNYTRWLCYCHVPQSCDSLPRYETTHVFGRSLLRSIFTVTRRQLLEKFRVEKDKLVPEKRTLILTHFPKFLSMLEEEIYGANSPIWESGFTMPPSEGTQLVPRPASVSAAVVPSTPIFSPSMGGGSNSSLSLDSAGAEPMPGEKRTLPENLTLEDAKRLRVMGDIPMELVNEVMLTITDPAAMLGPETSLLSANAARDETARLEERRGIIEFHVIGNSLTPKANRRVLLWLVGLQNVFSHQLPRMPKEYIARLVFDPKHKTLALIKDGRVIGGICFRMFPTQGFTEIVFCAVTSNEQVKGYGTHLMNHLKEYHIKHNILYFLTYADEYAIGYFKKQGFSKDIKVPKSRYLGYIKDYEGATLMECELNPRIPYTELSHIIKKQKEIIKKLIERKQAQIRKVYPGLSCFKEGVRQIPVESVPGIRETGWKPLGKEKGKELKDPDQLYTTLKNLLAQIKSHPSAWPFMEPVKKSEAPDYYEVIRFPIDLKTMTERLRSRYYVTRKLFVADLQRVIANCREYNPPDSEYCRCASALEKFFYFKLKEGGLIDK
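ThioGlo1-coupled HAT assay: 20nM GCN5L2, 70uM acetyl-CoA, 75uM H3(1-25) peptide, pH 7.5. Fluorescence read at 340/540nm at start and after 20 min at room temperature.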
DT40 TDP1 no CPT: qHTS for Inhibitors of human tyrosyl-DNA phosphodiesterase 1 (TDP1): qHTS in cells in absence of CPT; DT40 Tdp1-/- hTDP1 cells, no CPT, ATP luminescence, 48 h; Potency, µM (titrated, usually from 46.2 µM), for inactives: top-dose activity change, negative = growth inhibition, usual class: inhibitors; 420,000 tested, 15% active; AID 686978, 2013; note: nearly all actives have a fitted effect of over 55% in size
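Cells were dispensed at 400 per well, compounds added by pin tool, plates incubated ≥48 hr at 37 °C, then CellTiter-Glo added for 30 min at room temperature before luminescence reading. Line: DT40 Tdp1-/- complemented with hTDP1; camptothecin omitted.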
Starred values were filed as active, the others as inactive; ? = inconclusive; · = not tested or not shown; & = joins results of further samples. Calls come from the whole dose curve; as a rule, active = well fitted curve in the direction sought with a large enough effect; inconclusive = small, poorly fitted or top-dose-only effect, or another doubt; inactive = no such curve, though single readings can be large; an effect the other way counts as inactive or inconclusive. % is set by controls: 0 for no effect and ±100 for the full control effect; potency is the fitted concentration of half-maximal effect.

Sample of the layout, five compounds:
SMILES	DT40 TDP1 CPT	KAT2A inh	DT40 TDP1 no CPT
O=C(NCc1cccnc1)c1ccc(CS(=O)(=O)c2ccc(Br)cc2)o1	?	0%	15µM*
COc1ccc(OC)c(NC(=O)CCNS(=O)(=O)c2ccc3c(c2)CC(C)N3C(C)=O)c1 (stereo unspecified)	-29%	·	-23%
O=c1[nH]c(CCl)nc2cc(-c3ccc(F)cc3)sc12	5.2µM*	-3%	4.1µM*
C=CCNC(=O)COc1ccc(Br)cc1Cl	-30%	-2%	?
COC(=O)C(NC(=O)c1ccccc1Cl)(Nc1ncc(S(=O)(=O)c2ccc([N+](=O)[O-])cc2)s1)C(F)(F)F (stereo unspecified)	?	-8%	?

All compounds of this part, repeating the preview:
SMILES	DT40 TDP1 CPT	KAT2A inh	DT40 TDP1 no CPT
O=C(NCc1cccnc1)c1ccc(CS(=O)(=O)c2ccc(Br)cc2)o1	?	0%	15µM*
COc1ccc(OC)c(NC(=O)CCNS(=O)(=O)c2ccc3c(c2)CC(C)N3C(C)=O)c1 (stereo unspecified)	-29%	·	-23%
O=c1[nH]c(CCl)nc2cc(-c3ccc(F)cc3)sc12	5.2µM*	-3%	4.1µM*
C=CCNC(=O)COc1ccc(Br)cc1Cl	-30%	-2%	?
COC(=O)C(NC(=O)c1ccccc1Cl)(Nc1ncc(S(=O)(=O)c2ccc([N+](=O)[O-])cc2)s1)C(F)(F)F (stereo unspecified)	?	-8%	?
COc1ccc(CNC(=O)CC(NC(N)=O)c2ccccc2Cl)cc1OC (stereo unspecified)	-7%	1%	?
FC(F)(F)c1cccc(-c2cc3nc(NC4CCCCC4)ccn3n2)c1	21µM*	·	?
CCNc1nc(Oc2ccc(Cl)cc2Cl)cc(C(F)(F)F)n1	?	-20%	?
Cc1cn([C@H]2C[C@H](O)[C@@H](CCC(=O)NCCc3ccc4ccccc4c3)O2)c(=O)[nH]c1=O	-9%	·	-4%
CCOc1ccc(NC(=O)CSc2cn(CC(=O)N3CCOCC3)c3ccccc23)cc1	?	-8%	-29%
O=C(c1cc2ccccc2oc1=O)N(Cc1ccco1)CC1CCCO1 (stereo unspecified)	2%	-7%	-14%
CC(=O)Nc1ccc(NC(=O)c2ccc(CN3CCc4ccccc4C3)cc2)cc1	-28%	-5%	?
COC(=O)Nc1ccc(S(=O)(=O)N2CCC(C(=O)N3CCCC(C)C3)CC2)cc1 (stereo unspecified)	?	28%	?
CN(C(=O)c1cccc(NC(=O)Cc2ccc(NC(=O)C3CCCN(C(=O)C4CCC4)C3)cc2)c1)C1CCC1 (stereo unspecified)	-5%	·	-8%
CCCCOc1ccc(C(=O)N/N=C/c2ccc(OCCN3CCCCC3)c(OC)c2)cc1	21µM*	-9%	?
COc1cccc(C(=O)Nc2ccc(-c3nc4ccccc4o3)c(O)c2)c1	18µM*	-13%	16µM*
CCOC(=O)Cc1csc(NC(=O)c2cccc(Cl)c2)n1	-19%	·	-29%
CCn1c(SCC(=O)Nc2ccc(Br)cc2)nc2sc3c(c2c1=O)CCN(C)C3	?	0%	-1%
O=C(NNc1c2ccccc2nc2ccccc12)C12CC3CC(CC(C3)C1)C2	1%	-6%	-7%
CCS(=O)(=O)c1ccc2c(c1)N(S(=O)(=O)c1cccs1)CC(C(=O)O)O2 (stereo unspecified)	-13%	3%	12%
O=C1C(NS(=O)(=O)c2cccs2)=C(N2CCN(c3cccc(C(F)(F)F)c3)CC2)C(=O)c2ccccc21	16µM*	?	23µM*
Cc1cccc(OCCn2ccnc2)c1	5%	-2%	13%
CCOc1ccccc1CNS(=O)(=O)c1ccc2c(c1)CCCN2C(C)=O	?	-5%	?
CCCCNC(=O)OCCSCCS(=O)(=O)c1ccc(Cl)cc1	1%	-1%	-14%
COc1cc(C(C2C(=O)CC(C)(C)CC2=O)C2C(=O)CC(C)(C)CC2=O)ccc1OC(C)=O	11%	·	-13%

(next part)
SMILES	DT40 TDP1 CPT	KAT2A inh	DT40 TDP1 no CPT
Cc1ccc(C(=O)c2oc3ccccc3c2NC(=O)c2cc(=O)c3cc(C)ccc3o2)cc1	-10%	-9%	-10%
COc1ccccc1CNC(=O)c1cc(-c2ccccc2)nn1CC1CC(c2cccnc2)=NO1 (stereo unspecified)	?	·	?
COc1ccc(S(=O)(=O)N(C)C[C@H]2OCc3cn(nn3)CCCC(=O)N([C@@H](C)CO)C[C@@H]2C)cc1	0%	·	9%
CS/C(=C\[N+](=O)[O-])Nc1ccc(F)cc1	-25%	·	-13%
COc1ccc(NC(=O)C2CCN(C(=O)c3ccc(OC)cc3)CC2)cc1	15µM*	-17%	?
COc1ccccc1OCC(=O)Nc1nc2c(s1)CCCC2	?	2%	?
C/C(=N/Nc1ccc(C(=O)c2c(C)cc3ccccn23)cc1[N+](=O)[O-])c1ccc(O)cc1	18µM*	·	?
CCOc1ccc(-n2c(C)c(C(C)=O)c3cc(OCC(N)=O)ccc32)cc1	-1%	?	8%
COc1cc(/C=N/NC(=O)c2cc(C)oc2C)ccc1O	-10%	-5%	-16%
COc1ccc(CC(=O)Cc2ccc(OC)c(OC)c2)cc1OC	-12%	·	?
Nc1ccc(-c2nnc(-c3ccc(-c4ccccc4)cc3)o2)cc1	?	-15%	?
COc1ccc(-n2nc3c(c2NC(=O)C2CC2)CS(=O)(=O)C3)cc1	9%	0%	11%
O=C(NC1CCCc2ccccc21)c1cc(Cl)ccn1 (stereo unspecified)	-24%	-2%	-26%
Cc1cc2ncc(C(=O)N=CN(C)C)cn2n1	4%	-3%	11%
Cc1ccc(CSc2ccc(-c3ccc4c(c3)OCO4)nn2)cc1	-11%	-8%	-17%
COc1ccc(NC(=O)COC(=O)CCc2ccccc2)c(OC)c1	-1%	-5%	-27%
O=C(CSCc1ccc(Cl)cc1)NCC1CCCO1 (stereo unspecified)	-29%	-7%	-15%
Cn1c(=O)cc(OCCCC(=O)NC2CCCC2)c2ccccc21	?	-17%	?
Cc1ccc2c(c1)N(CCCC(=O)NCc1cccc(F)c1)C(=O)CO2	?	-4%	?
CC(C)(C)c1ccc(C(=O)NNc2ncccc2-n2cccc2)cc1	13µM*	-1%	13µM*
O=S(=O)(Nc1ccccc1Cl)c1ccc2[nH]c(=S)oc2c1	8%	-8%	5%
CN(C)S(=O)(=O)c1cccc(NC(=S)N/N=C/c2cc(Br)ccc2O)c1	2.6µM*	-24%	3.7µM*
COC(=O)c1ccccc1NC(=O)Cn1c(CCC(=O)O)ccc1-c1cccs1	12%&-6%	1%&0%	-28%&-5%
COc1ccc(CCNC(=O)c2ccc(Cl)cc2Cl)cc1	?	0%	-11%
Cc1cc(NC(=O)c2ccc3c(c2)OCO3)ccc1NC(=O)c1ccco1	?	-4%	?

Next results follow:
SMILES	DT40 TDP1 CPT	KAT2A inh	DT40 TDP1 no CPT
CCCC(C)NC(=O)C1CCN(C(=O)C2CC(=O)N(c3ccc(C)cc3)C2)CC1 (stereo unspecified)	-4%	-4%	-17%
COC(=O)CSc1nc2sc3c(c2c(=O)[nH]1)CCC3	5%	-14%	4%
COc1ccc(OC)c(C(=O)COC(=O)C2CC3CCCC(C2)C3=O)c1 (stereo unspecified)	-3%	1%	-2%
Cc1cc(=O)oc2cc(OCC(=O)c3ccccc3)ccc12	-5%	-2%	-21%
CS(=O)(=O)N(CC(=O)N1CCCCCC1)c1ccc(Cl)cc1	-1%	-8%	-4%
CC1CCN(c2ccc(NC(=S)NC(=O)c3ccco3)cc2)CC1	-21%	22µM*	?
Cc1ccc(N2C(=O)c3cccc4c(Oc5ccccc5[N+](=O)[O-])ccc(c34)C2=O)c(C)c1	10µM*	-5%	6.5µM*
Cc1cc(C)nc(NC(=O)c2cc([N+](=O)[O-])cc([N+](=O)[O-])c2)n1	-6%	-5%	?
N/C(=N\N=C\c1ccc([N+](=O)[O-])cc1)c1nonc1N	8%	1%	-2%
O=[N+]([O-])c1ccccc1N/N=C/c1ccc2c(c1)OCO2	-24%	-8%	-24%
O=C(Nc1cccc(Cl)c1)OCc1cnc(Cl)s1	?	-1%	-18%
Cc1cc(C)c2c(=O)n(CC(=O)NCCCN3CCOCC3)sc2n1	4.1µM*	18µM*	6.5µM*
Cc1ccccc1S(=O)(=O)Cc1ccc(C(=O)N2CCN(C3CCCCC3)CC2)o1	3%	-4%	-5%
CC1CCCCN1c1cc(C#N)c(C#N)cc1[N+](=O)[O-] (stereo unspecified)	18µM*	28%	-24%
O=C1CC(c2ccc(Cl)cc2)SC(N(c2ccccc2)c2ccccc2)=N1 (stereo unspecified)	?	-3%	?
CCCCOCCCNC(=O)C[C@@H]1C[C@@]2(C(=O)OCC)CCC=C2N(Cc2ccccc2)C1=O	?	·	?
COC(=O)C[C@H]1C=C[C@H](NS(=O)(=O)c2cn(C)cn2)[C@@H](CO)O1	-6%	·	-2%
CCOc1ccc(NC(=O)c2cccc3c(=O)c4c([nH]c23)CCCC4)cc1	-19%	-2%	-25%
CN(CC(=O)N1CCN(Cc2ccccc2)CC1)S(=O)(=O)c1ccc(Br)cc1	?	-5%	?
O=C1/C(=C/c2ccncc2)CCc2ccccc21	?	-17%	23µM*
CCOC(=O)C1CCCN(CCc2ccccc2)C1 (stereo unspecified)	-6%	-6%	-4%
O=C(NC(c1ccccc1)c1ccsc1)C1CCN(Cc2ccccc2)CC1 (stereo unspecified)	?	·	?
Cn1nnc2c(N3CCN(c4ccccc4)CC3)ncnc21	?	-9%	?
O=C(Cn1c(=O)n(CCCCC(=O)NC2CCCC2)c(=O)c2ccccc21)NCCC1=CCCCC1	-20%	15%	?
CCOCCc1nnc(NC(=O)CS(=O)(=O)c2ccc(C)cc2)s1	-10%	-4%	-19%

The list continues.
SMILES	DT40 TDP1 CPT	KAT2A inh	DT40 TDP1 no CPT
CCC(CC)c1nnc(NC(=O)c2c(C)nn(Cc3ccccc3Cl)c2C)s1	23µM*	-1%	-26%
O=C(NCCCN1CCOCC1)c1ccc(NS(=O)(=O)c2cccc([N+](=O)[O-])c2)cc1	-6%	?	-13%
c1cncc(-c2nnc(C3CCCCC3)o2)c1	-1%	0%	0%
CC(C)c1ccc(NC2CCCN(C(=O)c3n[nH]c4c3CCC4)C2)cc1 (stereo unspecified)	18µM*	-2%	?
CCCCC(CC)CCC(CC(C)C)OS(=O)(=O)O (stereo unspecified)	8%&3%	-4%	1%&0%
Cc1ccc(Nc2cc(C)nc3ncnn23)cc1	12%	-5%	-14%
CCN1C(=O)c2ccccc2Sc2ccc(NC(=O)c3cccc(C)c3)cc21	?	-9%	?
O=C(CCN1c2ccccc2Sc2ccccc21)OCc1nnc(-c2ccccc2)o1	-12%	-6%	-4%
Cc1nc(CSc2nnc3scc(-c4ccc(Cl)cc4)n23)cs1	-21%	0%	?
O=C(c1ccc(Cl)cc1)N1CCN(c2ccc(N3CCOCC3)nn2)CC1	-25%	·	?
CCOC(=O)c1[nH]c(C)c(/C(O)=C2\C(=O)C(=O)N(CCN(C)C)C2c2cccc(OC)c2OC)c1C (stereo unspecified)	-3%	-9%	-7%
CCCCNCCOCCOc1ccc(C)cc1Br	16µM*	1%	23µM*
O=C(O)[C@@H]1CSCN1	-2%	-5%	-7%
O=C(NC(=S)NCC1COc2ccccc2O1)c1ccccc1 (stereo unspecified)	-5%	-8%	-21%
COc1cc(O)c2c(=O)c(O)c(-c3ccc(O)c(O)c3)oc2c1	1%	-18%&-5%	-8%
Cc1nc(-n2[nH]c3c(c2=O)CCCC3)[nH]c(=O)c1Cc1ccccc1	2.9µM*	-21%	3.3µM*
COc1ccccc1OCc1cc(C(=O)NCc2ccc(N3CCCC3=O)cc2)no1	-13%	-7%	-7%
COCc1cc(C)nc2sc3c(=O)n(Cc4ccco4)nnc3c12	-15%	-14%	-19%
Cn1cc(P(=S)(N2CCOCC2)N2CCOCC2)cc1P(=O)(N1CCOCC1)N1CCOCC1	-12%	-15%	-11%
COc1ccc(NC(=O)/C(C#N)=C\C=C\c2ccco2)cc1	8.2µM*	-2%	2.9µM*
CC1CCCC(NC(=O)CCNS(=O)(=O)c2ccc(Br)cc2)C1C (stereo unspecified)	-26%	-5%	-23%
COc1cc2c(c(Br)c1N)-c1cc(Br)c(N)cc1C2=O	-4%	·	-10%
CC(C)(Oc1ccc(Cl)cc1)C(=O)NCc1ccco1	?	-16%	?

Part of the list above with just DT40 TDP1 no CPT.
compound	DT40 TDP1 no CPT
CC(C)c1ccc(NC2CCCN(C(=O)c3n[nH]c4c3CCC4)C2)cc1 (stereo unspecified)	?
O=C(O)[C@@H]1CSCN1	-7%
Cc1ccc(Nc2cc(C)nc3ncnn23)cc1	-14%
COc1ccc(NC(=O)/C(C#N)=C\C=C\c2ccco2)cc1	2.9µM*
O=C(NC(=S)NCC1COc2ccccc2O1)c1ccccc1 (stereo unspecified)	-21%

A portion of the library (hit frequency here may not be typical).
